Compound activity as filed in PubChem BioAssay.
ST2 IL33 inh: inhibitors of human ST2 (IL1RL1) binding to IL-33, primary screen, biochemical, AlphaLISA; AlphaLISA ST2-Fc/biotin-IL-33 interaction, 1 h; Interleukin-1 receptor-like 1 (Homo sapiens), Q01638; inhibition, % for hits at 17 µM; 78,000 compounds, 2.3% hits; in the data active means inhibition above about 30%; inconclusive means mostly about 10% to 28%
Target sequence (Q01638 whole entry, looked up): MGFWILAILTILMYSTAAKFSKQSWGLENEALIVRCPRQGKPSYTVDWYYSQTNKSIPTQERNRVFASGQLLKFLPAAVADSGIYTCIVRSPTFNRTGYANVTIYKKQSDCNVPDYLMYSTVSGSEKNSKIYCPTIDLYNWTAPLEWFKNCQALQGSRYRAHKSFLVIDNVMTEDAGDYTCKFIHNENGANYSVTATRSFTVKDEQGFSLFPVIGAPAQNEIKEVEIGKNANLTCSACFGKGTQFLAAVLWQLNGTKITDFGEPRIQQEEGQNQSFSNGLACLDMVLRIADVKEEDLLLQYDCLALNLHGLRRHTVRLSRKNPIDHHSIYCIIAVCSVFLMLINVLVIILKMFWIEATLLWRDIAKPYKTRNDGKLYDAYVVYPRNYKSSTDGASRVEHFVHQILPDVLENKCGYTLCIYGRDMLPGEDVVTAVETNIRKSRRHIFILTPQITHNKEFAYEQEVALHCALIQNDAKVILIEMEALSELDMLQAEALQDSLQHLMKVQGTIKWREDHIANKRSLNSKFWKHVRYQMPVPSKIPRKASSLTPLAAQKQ
* hit, by the source's call; i = inactive; ? = inconclusive. These rows are one share of the data. The share of hits here may be higher or lower than overall.

SMILES	ST2 IL33 inh
Cc1cc([N+](=O)[O-])nn1CCCC(=O)Nc1ccc2c(c1)OCO2	i
O=C(Nc1cccc2cccnc12)c1cccs1	i
COc1ccc2oc(C(=O)c3ccccc3)c(N)c2c1	35.0%*
O=C(Nc1ccc(F)cc1F)c1cc(C2CC2)on1	?
CC1=C(CCN2CCNC(C(=O)NC3CC3)C2)C(C)(C)CCC1 (stereo not given)	i
Cc1ccc(S(=O)(=O)c2nc(-c3ccccc3)oc2N(C)C)cc1	i
O=C(CSc1oc(-c2cccs2)nc1S(=O)(=O)c1ccccc1)NC1CCCCC1	i
Cc1ccc(-c2nnc(-c3nc(N4CCOCC4)c4ccccc4n3)o2)cc1	i
Clc1ccc(SCCCCn2ccnc2)cc1	?
O=C(c1ccc2nc3ccc(Cl)cc3c(=O)n2c1)N1CCN(Cc2ccccc2)CC1	i
CCC(CC)C(=O)Nc1cccc(OCc2cc(=O)n3ccc(C)cc3n2)c1	i
Cn1c(=O)[nH]c(=O)c2c1nc(CN1CCN(Cc3ccccc3)CC1)n2Cc1ccccc1Cl	i
CCn1nc(C)c(CN2CCCC(CNS(=O)(=O)c3ccc(OC)cc3)C2)c1C (stereo not given)	?
CCn1c(C2CCCN(C(=O)c3sc(OC)nc3C)C2)nn(C)c1=O (stereo not given)	i
O=C(CSc1nc2c(c(=O)n1-c1ccccc1)SCC2)Nc1ccc2c(c1)OCO2	?
C#CCOc1c(Br)cc(/C=C2/NC(=O)NC2=O)cc1OCC	?
Cc1ccc(-c2ccc(/C=C3/NC(=O)NC3=O)o2)cc1[N+](=O)[O-]	41.0%*
COc1ccc(S(=O)(=O)Nc2nc(C(F)(F)F)cs2)cc1	i
CCCc1ccc(S(=O)(=O)N2CCN(c3cc(-c4ccc(OC)cc4)ncn3)CC2)cc1	i
CCn1c(C2CCCN(Cc3cnn4c(C)cc(C)nc34)C2)nn(C)c1=O (stereo not given)	i
CN(C)S(=O)(=O)c1ccc(C(=O)N2CCN=C2SCc2ccccc2F)cc1	i
CN(CCc1cn[nH]c1)c1ncnc2c1CCN(C(=O)C1CC1)C2	i
CN(Cc1ccccc1)C(=O)CCC1CCN(S(=O)(=O)c2ccccc2Cl)CC1	i
Cc1ccc(OCCCCn2ccnc2)c([N+](=O)[O-])c1	i
Cc1cccc(NS(=O)(=O)c2ccc(CC(C)C)cc2)c1	i
CCOC(=O)Cn1c(=O)n(-c2ccc(C)c(C)c2)c2nc(-c3ccc(F)c(F)c3)nc(C(N)=O)c21	i
O=C(CNC(=O)C1CCCCC1)NCc1ccco1	?
O=c1oc2ccc(Cl)cc2n1CN1CCCCC1	i
COC(=O)c1cc(S(=O)(=O)N2CCOCC2)ccc1Sc1ccccc1N	i
CC(NC(=O)c1ccncc1)C(c1cccs1)N1CCN(c2ccc(F)cc2)CC1 (stereo not given)	i
COc1ccc(/C=C/C(=O)Nc2cccc(-c3nc4ncccc4o3)c2C)cc1	?
O=c1[nH]c(SCCOc2ccccc2)nc2ccccc12	i
NS(=O)(=O)c1ccc(CCNC(=O)CCN2C(=O)c3cccnc3Sc3ccccc32)cc1	i
Cc1ccc(Cc2c(C)nc3nc(SCC(=O)NC4CC4)nn3c2C)cc1	i
CC1CCCN(C(=O)Cn2nnc(-c3ccccc3Cl)n2)C1 (stereo not given)	i
CCc1nnsc1C(=O)N1C[C@H]2CC=CC[C@H]2C1	i
CC1=C(C(N)=O)C(c2cccs2)C(C(N)=O)=C(C)N1	i
CCOc1ccc(C2N(c3cc(Cl)ccc3OC)C(=O)C3CCCN32)cc1 (stereo not given)	?
Cc1ccc(CN2CCCN(CC(=O)N3CCCC(C)C3)S2(=O)=O)cc1 (stereo not given)	?
Cc1c(C(=O)NC(C)C)oc2ccc(S(=O)(=O)N3CCCC3)cc12	i
CCOc1ccc2cc(-c3csc(Nc4ccccc4)n3)c(=O)oc2c1	i
COCCCNc1oc(-c2ccccc2Cl)nc1S(=O)(=O)c1ccccc1	i
O=[N+]([O-])c1ccc(CN2CCCC(O)C2)cc1 (stereo not given)	i
CCOc1ccc(C(Nc2ccccn2)c2ccc3ccc(C)nc3c2O)cc1C (stereo not given)	?
CCc1noc(CN2CCCN(CC3CC3)C(C(C)C)C2)n1 (stereo not given)	i
CN1CCc2cc(O)c(O)cc2C(c2ccccc2)C1 (stereo not given)	i
Cc1cc(NC(=O)CCC2CCCC2)nc2c1c(=O)oc1ccccc12	i
COc1cc2c(c(O)c1OC)CC(=O)CCC2	i
OCCNc1nc(Nc2ccccc2)nc(N2CCCCC2)n1	i
COc1ccc(C(=O)OCCN(C2=NS(=O)(=O)c3ccccc32)c2ccccc2)cc1OC	?
COc1ccccc1CC(=O)NCCC1=CCCCC1	i
Cc1ccc(OCCOCCN2CCCCC2)c([N+](=O)[O-])c1	i
CCOCCOC(=O)C1=C(C)NC2=C(C(=O)C(C(=O)OC)C(C)C2)C1c1ccc(O)cc1 (stereo not given)	i
Cc1[nH]nc2c1C(c1cc(Br)cs1)C(C#N)=C(N)O2 (stereo not given)	33.0%*
COc1ccc(N(CC(=O)Nc2ccc(C)cc2)S(C)(=O)=O)c(OC)c1	i
O=C(c1cn(CC2CCCO2)nn1)N1CCN(Cc2cccc(Cl)c2)CC1 (stereo not given)	i
Cc1cc(C)n(-c2ccccc2)n1	i
CCOc1ccc(CNC(=O)CCCc2nc3cccnc3n2Cc2ccc(C)cc2)cc1	i
CN(CCn1cccn1)c1nc(-c2cccnc2)nc2c1cnn2C	i
O=c1[nH]nc(Cc2cccnc2)n1Cc1ccc(Cl)cc1Cl	?

Entries shown so far that have bromine, in the order listed:
SMILES	ST2 IL33 inh
C#CCOc1c(Br)cc(/C=C2/NC(=O)NC2=O)cc1OCC	?
Cc1[nH]nc2c1C(c1cc(Br)cs1)C(C#N)=C(N)O2 (stereo not given)	33.0%*

(further entries)
SMILES	ST2 IL33 inh
c1ccc(-c2nnc(N3CCCC3)c3ccccc23)cc1	i
Cc1ccccc1C(CNC(=O)c1cn2cccnc2n1)N(C)C (stereo not given)	i
CCc1csc(Cn2cc(C(C)c3ccccc3)nn2)n1 (stereo not given)	i
CCOC(=O)c1c(NC(=O)c2ccoc2C)sc2c1CCC(C(C)(C)C)C2 (stereo not given)	?
CCn1cc(S(=O)(=O)N[C@@H]2CC[C@@H](N)C2)cn1	?
C=CCNC(=O)Nc1ccc(Cl)cc1	?
CN(Cc1ccccc1)C(=O)C[C@@H]1CCNC[C@@H]1Cc1cc(CN2CCCCC2)on1	i
CC(=O)N1c2c(cc(Br)cc2S(=O)(=O)N(C)c2cccc(C)c2)CC1C (stereo not given)	i
COc1ccc(-n2nc3c(c2NC(=O)c2cc4ccccc4cc2OC)CSC3)cc1	?
CCOC(=O)c1cccnc1-c1cccc2ccnn12	i
CCC(C)Oc1ccc(/C=C2\NC(=O)N(Cc3ccc(Cl)cc3)C2=O)cc1 (stereo not given)	?
COc1ccc(-n2ncc3c(Nc4cc(OC)ccc4OC)ncnc32)cc1	i

For reference, part of the list above.
SMILES	ST2 IL33 inh
C=CCNC(=O)Nc1ccc(Cl)cc1	?
CN(Cc1ccccc1)C(=O)C[C@@H]1CCNC[C@@H]1Cc1cc(CN2CCCCC2)on1	i
CC(=O)N1c2c(cc(Br)cc2S(=O)(=O)N(C)c2cccc(C)c2)CC1C (stereo not given)	i
COc1ccc(-n2nc3c(c2NC(=O)c2cc4ccccc4cc2OC)CSC3)cc1	?
CCOC(=O)c1cccnc1-c1cccc2ccnn12	i
CCC(C)Oc1ccc(/C=C2\NC(=O)N(Cc3ccc(Cl)cc3)C2=O)cc1 (stereo not given)	?

Other entries:
SMILES	ST2 IL33 inh
CCC(NC(=O)c1ccc(CO)o1)c1nc(C)c(C)s1 (stereo not given)	i
CCCc1cc(C(=O)N2CCCC(c3[nH]ncc3-c3ccccc3)C2)ccn1 (stereo not given)	?
CN(Cc1cscn1)C(=O)c1nn(CC2CC2)c2c1CN(C(=O)Cn1cnc3ccccc31)CC2	?
COC(=O)[C@@H]1C[C@@H](N(C)C)CN1C(=O)c1ncccc1OC	?
Cc1ccc(NC(=O)c2ccc([N+](=O)[O-])cc2)cc1	i
COc1ccc2c(c1)-c1nc(-n3ncc(C(=O)NCCCN4CCOCC4)c3C)ncc1CC2	i
Cc1nc(N2CCC(N3CCN(C/C=C/c4ccccc4)CC3)CC2)nc2ccc(F)cc12	i
Cc1cc(N2CCOCC2)n2c(nc3ccccc32)c1C#N	i
CCn1c(C2CCN(C(=O)Cc3ccccn3)CC2)nn(C)c1=O	i
COC(=O)c1cc(Nc2ncnc3c2cnn3-c2ccccc2)cc(C(=O)OC)c1	i
Cc1c(C(=O)NCc2cccnc2)oc2ccc(S(=O)(=O)N3CC(C)CC(C)C3)cc12 (stereo not given)	i
Cc1noc(C)c1C(=O)N(Cc1ccsc1)CC1CCCO1 (stereo not given)	i

Of the compounds above, these have a nitro group on carbon.
SMILES	ST2 IL33 inh
Cc1cc([N+](=O)[O-])nn1CCCC(=O)Nc1ccc2c(c1)OCO2	i
Cc1ccc(-c2ccc(/C=C3/NC(=O)NC3=O)o2)cc1[N+](=O)[O-]	41.0%*
Cc1ccc(OCCCCn2ccnc2)c([N+](=O)[O-])c1	i
O=[N+]([O-])c1ccc(CN2CCCC(O)C2)cc1 (stereo not given)	i
Cc1ccc(OCCOCCN2CCCCC2)c([N+](=O)[O-])c1	i
Cc1ccc(NC(=O)c2ccc([N+](=O)[O-])cc2)cc1	i

Remaining list, next part
SMILES	ST2 IL33 inh
Cc1ccc(C)n1CCN1CCN(CC(=O)Nc2ccc3cn[nH]c3c2)CC1	?
CC1(C)CC1(CNC1CCSCC1)c1ccccc1 (stereo not given)	i
Cc1ccnc(NC(c2ccc(F)cc2)c2ccc3cccnc3c2O)c1 (stereo not given)	?
Cc1cccc(Cn2c(CNS(=O)(=O)c3ccc(C(C)C)cc3)nc3cccnc32)c1	i
CCCCC(=O)Nc1cc(Cl)ccc1C(=O)O	i
CCOc1cc(S(=O)(=O)NCc2ccc3c(c2)OCO3)ccc1Cl	i
O=C(Nc1ccc(C(F)(F)F)cc1)c1coc(=O)c2ccccc12	i
c1ccc(-c2nc3c(c(NCc4cn5c(n4)SCC5)n2)CCNC3)cc1	i
O=C(CSc1c2c(nc3cc(Cl)ccc13)CCCC2)N1CCN(c2ccccc2F)CC1	?
Cc1ccc(CCNC(=O)C2CCC(=O)N(CC3CCCCC3)C2)s1 (stereo not given)	i
COCC(=O)N[C@H]1CC[C@]2(C)CC[C@@H]([C@H](C)C(=O)NC3CCCCC3)[C@H](O)[C@H]2[C@@H]1C	i
CC1CCC(C(=O)NC(C(=O)N2CCc3ccccc3C2)C(C)C)CC1 (stereo not given)	i
COc1cccc(Cl)c1-c1ccc2oc(C)nc2c1	i
O=C(Cc1ccc(-n2c(=O)[nH]c3ccsc3c2=O)cc1)NCc1cccnc1	i
O=C(CCn1c(=O)c2sccc2n(Cc2ccc(F)cc2Cl)c1=O)NCc1ccccc1	i
NC(=O)c1ccc(-c2ccc(F)c(CO)c2)cc1	?
CCC(=O)N1CCc2cc(Br)cc(S(=O)(=O)N(CC)CC)c21	i
Cc1c(Cl)cccc1NC(=O)C12CC3CC(CC(C3)C1)C2	i
CC(=O)N1CCN([C@H]2[C@@H]3OC[C@@H](O3)[C@@H](NCc3ccc(OC(F)(F)F)cc3)[C@@H]2O)CC1	i
Cc1cc(C)c(NC(=O)COc2ccc(C)c(C)c2)c(C)c1	i
CCn1cc(C(=O)N2CCCCCC2)c2cc(OC)c(OC)cc2c1=O	i
Cc1cc2c(cc1S(=O)(=O)N1CCCC1C(=O)N1CCCCCC1)OCC(=O)N2 (stereo not given)	i
CC(C)(O)C(O)COc1c2ccoc2cc2oc(=O)ccc12 (stereo not given)	i
O=C1C2CCCCC2C(=O)N1c1ccc(Cl)cc1F (stereo not given)	?
Cc1ccc(-c2nc3cnccn3c2Nc2ccccc2)cc1	i
O=C1S/C(=C\c2ccccc2)C(=O)N1c1cccc(O)c1	?
NS(=O)(=O)c1cc(C(=O)Nc2ccccc2)c(Cl)cc1Cl	i
Cc1cccnc1CC(C)NC(=O)C1(c2ccccc2F)CC1 (stereo not given)	i
Cc1ccc(S(=O)(=O)c2ccc(C)c(S(N)(=O)=O)c2)cc1S(N)(=O)=O	i
Cc1onc(-c2c(Cl)cccc2Cl)c1C(=O)Nc1ccncc1	i
O=C(Cc1c(C(=O)O)[nH]c2ccc(Cl)cc12)Nc1ccc(F)cc1	i
CCOC(=O)CC1CCCCN1C(=O)Nc1cccc(SC)c1 (stereo not given)	i
CC(C)c1cc(C(=O)Nc2sc3c(c2C(N)=O)CCCC3)no1	i
COC(=O)C1=C(N)OC2=C(C(=O)CC(C)(C)C2)C1c1ccc(Br)cc1 (stereo not given)	i
CN(CC(=O)N1CCCC1)S(=O)(=O)c1ccc(Br)cc1	i
C[C@H](NC(=O)Cc1ccccc1)c1ccccc1	i
CC(C)Cn1c(CN2CCN(c3ccccc3F)CC2)nc2c1c(=O)[nH]c(=O)n2C	i
COc1ccc(OC)c(CN(C(=O)[C@@H]2C[C@H](N)CN2C)C2CCCC2)c1	?
O=C(CSc1n[nH]c(-c2ccccc2)n1)c1ccc(Br)cc1	?
O=C(CCN1CCOCC1)N1CCCc2c1c(=O)oc1ccc(O)cc21	?
Oc1cccc(-c2cn(Cc3scnc3-c3ccccc3)nn2)c1	i
CSc1cccc(NC(=O)N2CCC(CCC(=O)N(C)Cc3ccccc3)CC2)c1	?
O=C(O)[C@H]1O[C@@H](Oc2cc(O)c3c(=O)cc(-c4ccc(O)cc4)oc3c2)[C@H](O)[C@@H](O)[C@@H]1O	i
Nc1nc(-c2ccc(F)c(F)c2)cs1	i
CC(C)(C)S(=O)(=O)c1ccc(C(=O)O)s1	i
CCC(=O)Nc1nc2ccccc2n1CCN1CCCCC1	i
O=C(Nc1cc2cc(Cl)ccc2oc1=O)c1cccc([N+](=O)[O-])c1	i
Cc1nonc1CN(C)C(=O)c1cn(CC2CCCCC2)nn1	i
CCC(=O)Nc1ccc(NC(=O)COc2ccc(Cl)cc2C)cc1	i
COC(=O)CN1CCN(C(=O)c2ccc3cccc(F)c3n2)C(C)C1=O (stereo not given)	i
